Screens (PubChem BioAssay)
MCL1-BIM inh = inhibitors of MCL1 binding to BIM-BH3, primary screen, biochemical, fluorescence polarization; GST-MCL1 / FITC-Bim-BH3 fluorescence polarization; inhibition, % at 10.9 µM; actives 0.68% (n = 320,000); AID 2057, 2009;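 active = inhibition above the mean inhibition of all tested compounds plus 3 SD, set per campaign, cut at about 40% in these data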;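 note: 0% = DMSO wells and 100% = unlabeled Bim-BH3 peptide control; higher means more loss of mP so more displacement of Bim peptide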
Target sequence (Q07820 whole entry, looked up): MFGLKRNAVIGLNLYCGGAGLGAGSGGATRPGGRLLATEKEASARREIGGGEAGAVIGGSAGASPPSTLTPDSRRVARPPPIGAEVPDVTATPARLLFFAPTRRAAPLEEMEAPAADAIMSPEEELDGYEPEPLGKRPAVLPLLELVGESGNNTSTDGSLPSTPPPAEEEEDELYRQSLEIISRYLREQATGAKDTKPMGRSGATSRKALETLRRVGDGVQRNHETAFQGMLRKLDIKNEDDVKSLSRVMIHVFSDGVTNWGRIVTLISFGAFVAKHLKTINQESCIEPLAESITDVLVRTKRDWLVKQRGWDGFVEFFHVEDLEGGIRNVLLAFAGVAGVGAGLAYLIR
PME-1 inh = PME-1 inhibitors via competitive probe labeling, primary screen, biochemical, fluorescence polarization, FP-Rh probe, HTS; inhibition, % at 5.9 µM; actives 0.53% (n = 320,000); recombinant PME-1; Protein phosphatase methylesterase 1 (Homo sapiens), Q9Y570; AID 2130, 2009;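 active = inhibition above the campaign mean of all compounds plus 3 SD, cut at about 26% in these data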;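 note: competitive labeling of PME-1 active site by serine hydrolase directed probe; 0% = PME-1 with DMSO and 100% = wells lacking PME-1 enzyme; inhibitors block probe labeling so polarization falls and inhibition rises; many of its hits are not listed in these tables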
BCLXL inh = inhibitors of human Bcl-xL, primary screen, biochemical, fluorescence polarization, HTS; Bcl-2-like protein 1 (Homo sapiens), Q07817; actives 0.7% (n = 320,000); inhibition, % at 10.9 µM; AID 2129, 2009; GST-Bcl-xL / FITC-Bim BH3 peptide fluorescence polarization;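 active = inhibition above the mean of all tested compounds plus 3 SD, cutoff set per campaign, cut at about 30% in these data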;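 note: 0% = DMSO wells and 100% = unlabeled Bim-BH3 peptide competitor; inhibitors lower millipolarization by displacing the labeled peptide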
Fam108B inh = mouse Fam108B serine hydrolase inhibitors, primary screen, counter-screen for RBBP9 inhibitor project, biochemical, fluorescence polarization; inhibition, % at 9.51 µM; recombinant Fam108B, FP-Rh probe fluorescence polarization; actives 0.33% (n = 300,000);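 active = inhibition above the screen mean inhibition plus 3 SD, computed separately per campaign, cut at about 18% in these data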;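 note: inhibitors lower polarization as less probe binds the enzyme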
MEX-5 binding = MEX-5 zinc finger RNA-binding disruptors – biochemical, C. elegans, fluorescence polarization, MLPCN library, primary screen | Zinc finger protein mex-5 (Caenorhabditis elegans), Q9XUB2 | MEX-5/FITC-TCR2 RNA binding; stronger effect = lower value | activity score (negative = inhibition of binding), % at 10 µM | actives 0.38% (n = 300,000);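 active = inhibition past about -25% in most replicates, and total fluorescence under double the plate's negative control median, limit read from the data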;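 note: 0% = DMSO and -100% = 5 µM competing unlabeled TCR2 RNA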
GLD-1 RNA inh = GLD-1/TGE RNA complex disruptors, primary screen, biochemical, fluorescence polarization; Female germline-specific tumor suppressor gld-1 (Caenorhabditis elegans), Q17339; purified GLD-1 + fluorescein TGE RNA; inhibition, % at 5.96 µM; actives 0.44% (n = 320,000); AID 2280, 2010;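 active = percent inhibition above a per-plate cutoff, the plate mean of test compounds plus 3 SD, cut at about 30% in these data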;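 note: 0% = DMSO wells with GLD-1 and probe and 100% = wells lacking GLD-1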
Target sequence (Q17339 whole entry, looked up): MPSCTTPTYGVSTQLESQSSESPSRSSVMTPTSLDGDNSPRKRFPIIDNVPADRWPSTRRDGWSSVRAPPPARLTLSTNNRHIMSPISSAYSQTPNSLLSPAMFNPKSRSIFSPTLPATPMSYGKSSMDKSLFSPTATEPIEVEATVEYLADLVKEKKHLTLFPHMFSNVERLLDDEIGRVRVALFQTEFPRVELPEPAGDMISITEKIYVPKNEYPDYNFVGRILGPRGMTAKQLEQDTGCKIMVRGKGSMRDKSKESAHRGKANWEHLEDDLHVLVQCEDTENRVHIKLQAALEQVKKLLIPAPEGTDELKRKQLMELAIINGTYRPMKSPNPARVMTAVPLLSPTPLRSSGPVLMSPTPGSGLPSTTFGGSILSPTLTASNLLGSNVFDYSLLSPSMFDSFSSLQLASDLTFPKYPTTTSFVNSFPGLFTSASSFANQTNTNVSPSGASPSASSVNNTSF
AHR activator = AHR activators, primary screen, cell-based, luminescence, luciferase reporter, human | AHR-responsive luciferase reporter cells | activation, % at 5 µM | actives 2.5% (n = 320,000) | AID 2796, 2010; in the data active = activation above about 47%;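 note: 0% = vehicle wells and 100% = reference agonist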
PAFAH1B2 FP inh = PAFAH1B2 enzyme inhibitors, primary screen, biochemical, fluorescence polarization, human; actives 1.2% (n = 340,000); Platelet-activating factor acetylhydrolase IB subunit alpha2 (Homo sapiens), P68402; recombinant PAFAH1B2, FP-rhodamine activity probe; AID 492953, 2010; inhibition, % at 3.39 µM;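 active = inhibition above the mean of all tested compounds plus 3 SD, cut at about 24% in these data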;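 note: 0% = enzyme with DMSO and 100% = wells lacking PAFAH1B2; many of its hits are not listed in these tables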
Target sequence (P68402 whole entry, looked up): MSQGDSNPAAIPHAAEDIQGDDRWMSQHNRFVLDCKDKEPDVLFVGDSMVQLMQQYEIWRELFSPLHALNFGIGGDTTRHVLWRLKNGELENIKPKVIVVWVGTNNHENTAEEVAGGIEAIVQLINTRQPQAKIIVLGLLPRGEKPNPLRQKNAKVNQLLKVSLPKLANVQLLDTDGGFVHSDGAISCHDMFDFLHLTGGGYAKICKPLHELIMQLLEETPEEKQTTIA
pPAFAH inh = pPAFAH enzyme inhibitors, primary screen, biochemical, fluorescence polarization, human; inhibition, % at 3.39 µM; recombinant pPAFAH, FP-rhodamine probe fluorescence polarization; AID 463082, 2010; Platelet-activating factor acetylhydrolase (Homo sapiens), Q13093; actives 1.5% (n = 330,000);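 active = inhibition above the mean inhibition across the screen plus 3 SD, cut at about 25% in these data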;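 note: inhibitors block binding of the rhodamine activity-based probe so polarization drops; 0% = enzyme with DMSO and 100% = wells lacking pPAFAH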
An asterisk follows results filed as active. These rows are one share of the data (hit frequency here may not be typical).

For O=C(CCCn1c(=O)[nH]c2cc(Cl)ccc2c1=O)NCCN1CCN(c2ccccc2)CC1 the results were MCL1-BIM inh 5, PME-1 inh -4, BCLXL inh 4, Fam108B inh -3, MEX-5 binding 0.0, GLD-1 RNA inh -8, AHR activator -4, PAFAH1B2 FP inh 5 and pPAFAH inh 4.
COc1cccc(CNC(=O)Cc2ccc(NC3=NC4CS(=O)(=O)CC4S3)cc2)c1 (stereo not given) was read as MCL1-BIM inh 7, PME-1 inh -3, BCLXL inh 1, Fam108B inh 0, MEX-5 binding 0.5, GLD-1 RNA inh -1, AHR activator -2, PAFAH1B2 FP inh 6 and pPAFAH inh 0.
CC1=C(C(=O)N2CCc3ccccc32)C2(CCC(C)CC2)OC1=O (stereo not given) was read as MCL1-BIM inh 0, PME-1 inh -2, BCLXL inh 3, Fam108B inh 3, MEX-5 binding 1.0, GLD-1 RNA inh -29, AHR activator 22, PAFAH1B2 FP inh 4 and pPAFAH inh 4.
Screening COCCOC(=O)C1=C(C)N(Cc2ccccc2)C(=O)NC1c1ccc(OC)cc1 (stereo not given) returned MCL1-BIM inh 0, PME-1 inh 3, BCLXL inh 2, Fam108B inh 3, MEX-5 binding 1.2, GLD-1 RNA inh -2, AHR activator 2, PAFAH1B2 FP inh 6 and pPAFAH inh 5.
For CCc1nnc(NC(=O)NCN2C(=O)C3C4C=CC(C4)C3C2=O)s1 (stereo not given) the results were MCL1-BIM inh 0, PME-1 inh -6, BCLXL inh 6, Fam108B inh 2, MEX-5 binding -1.0, GLD-1 RNA inh -7, AHR activator 0, PAFAH1B2 FP inh 3 and pPAFAH inh -10.
O=C(NC1CCCC1)c1noc2c1CCCCC2 was read as MCL1-BIM inh 2, PME-1 inh -5, BCLXL inh -2, Fam108B inh 0, MEX-5 binding 1.5, GLD-1 RNA inh 2, AHR activator 2, PAFAH1B2 FP inh 4 and pPAFAH inh 0.
Screening CS(=O)(=O)N1CCN(C(=O)c2c(F)cccc2F)CC1 returned MCL1-BIM inh -2, PME-1 inh 3, BCLXL inh -1, Fam108B inh 0, MEX-5 binding -1.6, GLD-1 RNA inh 11, AHR activator 0, PAFAH1B2 FP inh -1 and pPAFAH inh 3.
COc1cc(CNCc2ccccn2)ccc1OCc1ccc(Cl)c(Cl)c1 was read as MCL1-BIM inh 14, PME-1 inh -1, BCLXL inh 1, Fam108B inh 0, MEX-5 binding 1.4, GLD-1 RNA inh -2, AHR activator 11, PAFAH1B2 FP inh 1 and pPAFAH inh 4.
`O=C(N=C1SC2CS(=O)(=O)CC2N1Cc1ccc(Cl)cc1)C1CCCO1` (stereo not given) gave MCL1-BIM inh 10, PME-1 inh 8, BCLXL inh 3, Fam108B inh 0, MEX-5 binding 2.5, GLD-1 RNA inh 5, AHR activator -1, PAFAH1B2 FP inh 2 and pPAFAH inh 0.
`CC(Sc1nnc(NC2CCCCC2)s1)C(=O)N1CCOCC1` (stereo not given) gave MCL1-BIM inh 1, PME-1 inh -6, BCLXL inh -6, Fam108B inh 2, MEX-5 binding 0.4, GLD-1 RNA inh -2, AHR activator 6, PAFAH1B2 FP inh 10 and pPAFAH inh 2.
COC(=O)C1=C(C)NC(C)=C(C(=O)OCC2CCCO2)C1c1ccc(Cl)c([N+](=O)[O-])c1 (stereo not given) was read as MCL1-BIM inh 9, PME-1 inh 7, BCLXL inh 4, Fam108B inh 0, MEX-5 binding 2.4, GLD-1 RNA inh 9, AHR activator 0, PAFAH1B2 FP inh 4 and pPAFAH inh -1.
For COc1ccc(S(=O)(=O)N2CCOCC2)cc1NC(=O)COC(=O)C1CC2CCCC(C1)C2=O (stereo not given) the results were MCL1-BIM inh -1, PME-1 inh 7, BCLXL inh -3, Fam108B inh -1, MEX-5 binding -6.7, GLD-1 RNA inh -5, AHR activator -1, PAFAH1B2 FP inh 2 and pPAFAH inh 1.
Screening COC(=O)Nc1nc2ccc(-c3n[nH]c(=O)c4ccccc34)cc2[nH]1 returned MCL1-BIM inh 6, PME-1 inh -4, BCLXL inh -1, Fam108B inh 1, MEX-5 binding -0.6, GLD-1 RNA inh 0, AHR activator 8, PAFAH1B2 FP inh -4 and pPAFAH inh 5.
CC(=O)NCC(=O)N1CCCC(C(=O)c2ccc(-c3ccccc3)c(F)c2)C1 (stereo not given) was read as MCL1-BIM inh 1, PME-1 inh -9, BCLXL inh 1, Fam108B inh -1, MEX-5 binding 1.1, GLD-1 RNA inh -4, AHR activator 4, PAFAH1B2 FP inh 5 and pPAFAH inh 8.
`O=C(NCc1ccc(Cl)cc1)c1ccc(Cl)cc1[N+](=O)[O-]` gave MCL1-BIM inh 6, PME-1 inh 6, BCLXL inh 2, Fam108B inh -3, MEX-5 binding 0.4, GLD-1 RNA inh -1, AHR activator -1, PAFAH1B2 FP inh -7 and pPAFAH inh 3.
Screening C=C(C)CN(Cc1ccccc1)C(=S)Nc1ccccc1 returned MCL1-BIM inh 10, PME-1 inh -1, BCLXL inh 7, Fam108B inh 2, MEX-5 binding -0.2, GLD-1 RNA inh 1, AHR activator 0, PAFAH1B2 FP inh 7 and pPAFAH inh 3.
`Cc1ccc(NC(=O)C2COc3ccccc3O2)cc1S(=O)(=O)N1CCOCC1` (stereo not given) gave MCL1-BIM inh -11, PME-1 inh 0, BCLXL inh -11, GLD-1 RNA inh -2, AHR activator 1, PAFAH1B2 FP inh 3 and pPAFAH inh 0.
`COc1ccc(C2NC(=O)NC(O)(C(F)(F)F)C2C(=O)c2ccc(F)cc2)cc1` (stereo not given) gave MCL1-BIM inh 4, PME-1 inh 1, BCLXL inh 5, Fam108B inh 3, MEX-5 binding -0.4, GLD-1 RNA inh 7, AHR activator -1, PAFAH1B2 FP inh 0 and pPAFAH inh 2.
For Cc1ccc2c(COC(=O)c3ccc(NC(=O)CC#N)cc3)cc(=O)oc2c1C the results were MCL1-BIM inh -2, PME-1 inh -10, BCLXL inh -3, Fam108B inh -18, MEX-5 binding 0.9, GLD-1 RNA inh 2, AHR activator -1, PAFAH1B2 FP inh -16 and pPAFAH inh 3.
O=C(CSc1ccc2ccccc2c1)NCCCN1CCCC1=O was read as MCL1-BIM inh 4, PME-1 inh 1, BCLXL inh 9, Fam108B inh -3, MEX-5 binding -1.1, GLD-1 RNA inh 6, AHR activator 2, PAFAH1B2 FP inh 9 and pPAFAH inh 4.
`CCCc1cc(C(=O)Nc2cccc(Cl)c2)no1` gave MCL1-BIM inh 2, PME-1 inh 3, BCLXL inh 2, Fam108B inh -5, MEX-5 binding 0.6, GLD-1 RNA inh 1, AHR activator -2, PAFAH1B2 FP inh -1 and pPAFAH inh -1.
`Cc1nc(Oc2ccccc2)c2ccccc2n1` gave MCL1-BIM inh -1, PME-1 inh 0, BCLXL inh 2, Fam108B inh 3, MEX-5 binding 0.5, GLD-1 RNA inh 2, AHR activator 1, PAFAH1B2 FP inh 1 and pPAFAH inh 2.
For Cc1ccc(Cn2ncc3c(N4CCN(C5CCCC5)CC4)ncnc32)cc1 the results were MCL1-BIM inh 9, PME-1 inh 0, BCLXL inh 5, Fam108B inh 2, MEX-5 binding 1.4, GLD-1 RNA inh -8, AHR activator 4, PAFAH1B2 FP inh 2 and pPAFAH inh 0.
`CCNC(=O)c1c(NC(=O)C2COc3ccccc3O2)sc2c1CCCC2` (stereo not given) gave MCL1-BIM inh 3, PME-1 inh 5, BCLXL inh 13, Fam108B inh 0, MEX-5 binding 1.2, GLD-1 RNA inh 3, AHR activator 4, PAFAH1B2 FP inh 5 and pPAFAH inh 0.
For COc1ccc(Cl)cc1NS(=O)(=O)c1cccc(C(=O)NCCCN2CCCC2=O)c1 the results were MCL1-BIM inh 5, PME-1 inh -1, BCLXL inh 6, Fam108B inh -5, MEX-5 binding -0.8, GLD-1 RNA inh 4, AHR activator -1, PAFAH1B2 FP inh 1 and pPAFAH inh -3.
For O=Cc1cn(CC(=O)Nc2ccccc2)c2ccccc12 the results were MCL1-BIM inh 4, PME-1 inh -1, BCLXL inh 3, Fam108B inh -2, MEX-5 binding -0.1, GLD-1 RNA inh 6, AHR activator 5, PAFAH1B2 FP inh 0 and pPAFAH inh -2.
`O=C(N/N=C/c1ccc(O)c2ccccc12)c1cccnc1` gave MCL1-BIM inh 4, PME-1 inh 13, BCLXL inh 4, Fam108B inh 3, MEX-5 binding -1.1, GLD-1 RNA inh -9, AHR activator 25, PAFAH1B2 FP inh 4 and pPAFAH inh 6.
Cc1ccc(C)c(-n2cc[nH]c2=S)c1 was read as MCL1-BIM inh 12, PME-1 inh -3, BCLXL inh -7, Fam108B inh 0, MEX-5 binding 1.1, GLD-1 RNA inh 4, AHR activator 1, PAFAH1B2 FP inh 1 and pPAFAH inh -1.
COc1ccccc1-c1cc(C(=O)Nc2c(C)n(C)n(-c3ccccc3)c2=O)no1 was read as MCL1-BIM inh 6, PME-1 inh 6, BCLXL inh 6, Fam108B inh 3, MEX-5 binding -4.0, GLD-1 RNA inh 3, AHR activator 0, PAFAH1B2 FP inh 1 and pPAFAH inh 4.
O=C(NNC1=C(C(=O)C(F)(F)F)CCC1)c1ccccc1O was read as MCL1-BIM inh 9, PME-1 inh -6, BCLXL inh 4, Fam108B inh 3, MEX-5 binding -8.7, GLD-1 RNA inh 7, AHR activator 17, PAFAH1B2 FP inh 0 and pPAFAH inh 13.
`O=C(CSc1ncnc2c1nnn2Cc1ccc(F)cc1)NC1CCCCC1` gave MCL1-BIM inh -10, PME-1 inh -3, BCLXL inh -2, Fam108B inh -2, MEX-5 binding 0.2, GLD-1 RNA inh 12, AHR activator 0, PAFAH1B2 FP inh -2 and pPAFAH inh 4.
`CC(=O)Nc1nc(N)n(-c2ccccc2)n1` gave MCL1-BIM inh 4, PME-1 inh -3, BCLXL inh 7, Fam108B inh 0, MEX-5 binding 0.4, GLD-1 RNA inh 4, AHR activator 1, PAFAH1B2 FP inh 0 and pPAFAH inh 9.
O=C(NCc1ccc(F)cc1)C1CCC(CNc2c(N3CCCCC3)c(=O)c2=O)CC1 (stereo not given) was read as MCL1-BIM inh -3, PME-1 inh -5, BCLXL inh 3, Fam108B inh -4, MEX-5 binding -0.4, GLD-1 RNA inh 3, AHR activator -1, PAFAH1B2 FP inh 8 and pPAFAH inh -3.
`O=C(NCCC1=CCCCC1)C1CCN(C(=O)Cc2ccccc2)CC1` gave MCL1-BIM inh -2, PME-1 inh 3, BCLXL inh -2, Fam108B inh -6, MEX-5 binding -1.2, GLD-1 RNA inh 2, AHR activator 3, PAFAH1B2 FP inh -1 and pPAFAH inh 2.
